# Compound activity from PubChem.
# mHTT-CaM PPI inh = inhibitors of human mutant huntingtin-calmodulin interaction; 3.6% of 190,000 active; inhibition, % at 15 µM; AlphaScreen His-mHTT/GST-CaM binding, luminescence;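 further: 0% = both proteins with DMSO and 100% = one protein alone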
# Target sequence (P42858 whole entry, looked up, stated change not applied): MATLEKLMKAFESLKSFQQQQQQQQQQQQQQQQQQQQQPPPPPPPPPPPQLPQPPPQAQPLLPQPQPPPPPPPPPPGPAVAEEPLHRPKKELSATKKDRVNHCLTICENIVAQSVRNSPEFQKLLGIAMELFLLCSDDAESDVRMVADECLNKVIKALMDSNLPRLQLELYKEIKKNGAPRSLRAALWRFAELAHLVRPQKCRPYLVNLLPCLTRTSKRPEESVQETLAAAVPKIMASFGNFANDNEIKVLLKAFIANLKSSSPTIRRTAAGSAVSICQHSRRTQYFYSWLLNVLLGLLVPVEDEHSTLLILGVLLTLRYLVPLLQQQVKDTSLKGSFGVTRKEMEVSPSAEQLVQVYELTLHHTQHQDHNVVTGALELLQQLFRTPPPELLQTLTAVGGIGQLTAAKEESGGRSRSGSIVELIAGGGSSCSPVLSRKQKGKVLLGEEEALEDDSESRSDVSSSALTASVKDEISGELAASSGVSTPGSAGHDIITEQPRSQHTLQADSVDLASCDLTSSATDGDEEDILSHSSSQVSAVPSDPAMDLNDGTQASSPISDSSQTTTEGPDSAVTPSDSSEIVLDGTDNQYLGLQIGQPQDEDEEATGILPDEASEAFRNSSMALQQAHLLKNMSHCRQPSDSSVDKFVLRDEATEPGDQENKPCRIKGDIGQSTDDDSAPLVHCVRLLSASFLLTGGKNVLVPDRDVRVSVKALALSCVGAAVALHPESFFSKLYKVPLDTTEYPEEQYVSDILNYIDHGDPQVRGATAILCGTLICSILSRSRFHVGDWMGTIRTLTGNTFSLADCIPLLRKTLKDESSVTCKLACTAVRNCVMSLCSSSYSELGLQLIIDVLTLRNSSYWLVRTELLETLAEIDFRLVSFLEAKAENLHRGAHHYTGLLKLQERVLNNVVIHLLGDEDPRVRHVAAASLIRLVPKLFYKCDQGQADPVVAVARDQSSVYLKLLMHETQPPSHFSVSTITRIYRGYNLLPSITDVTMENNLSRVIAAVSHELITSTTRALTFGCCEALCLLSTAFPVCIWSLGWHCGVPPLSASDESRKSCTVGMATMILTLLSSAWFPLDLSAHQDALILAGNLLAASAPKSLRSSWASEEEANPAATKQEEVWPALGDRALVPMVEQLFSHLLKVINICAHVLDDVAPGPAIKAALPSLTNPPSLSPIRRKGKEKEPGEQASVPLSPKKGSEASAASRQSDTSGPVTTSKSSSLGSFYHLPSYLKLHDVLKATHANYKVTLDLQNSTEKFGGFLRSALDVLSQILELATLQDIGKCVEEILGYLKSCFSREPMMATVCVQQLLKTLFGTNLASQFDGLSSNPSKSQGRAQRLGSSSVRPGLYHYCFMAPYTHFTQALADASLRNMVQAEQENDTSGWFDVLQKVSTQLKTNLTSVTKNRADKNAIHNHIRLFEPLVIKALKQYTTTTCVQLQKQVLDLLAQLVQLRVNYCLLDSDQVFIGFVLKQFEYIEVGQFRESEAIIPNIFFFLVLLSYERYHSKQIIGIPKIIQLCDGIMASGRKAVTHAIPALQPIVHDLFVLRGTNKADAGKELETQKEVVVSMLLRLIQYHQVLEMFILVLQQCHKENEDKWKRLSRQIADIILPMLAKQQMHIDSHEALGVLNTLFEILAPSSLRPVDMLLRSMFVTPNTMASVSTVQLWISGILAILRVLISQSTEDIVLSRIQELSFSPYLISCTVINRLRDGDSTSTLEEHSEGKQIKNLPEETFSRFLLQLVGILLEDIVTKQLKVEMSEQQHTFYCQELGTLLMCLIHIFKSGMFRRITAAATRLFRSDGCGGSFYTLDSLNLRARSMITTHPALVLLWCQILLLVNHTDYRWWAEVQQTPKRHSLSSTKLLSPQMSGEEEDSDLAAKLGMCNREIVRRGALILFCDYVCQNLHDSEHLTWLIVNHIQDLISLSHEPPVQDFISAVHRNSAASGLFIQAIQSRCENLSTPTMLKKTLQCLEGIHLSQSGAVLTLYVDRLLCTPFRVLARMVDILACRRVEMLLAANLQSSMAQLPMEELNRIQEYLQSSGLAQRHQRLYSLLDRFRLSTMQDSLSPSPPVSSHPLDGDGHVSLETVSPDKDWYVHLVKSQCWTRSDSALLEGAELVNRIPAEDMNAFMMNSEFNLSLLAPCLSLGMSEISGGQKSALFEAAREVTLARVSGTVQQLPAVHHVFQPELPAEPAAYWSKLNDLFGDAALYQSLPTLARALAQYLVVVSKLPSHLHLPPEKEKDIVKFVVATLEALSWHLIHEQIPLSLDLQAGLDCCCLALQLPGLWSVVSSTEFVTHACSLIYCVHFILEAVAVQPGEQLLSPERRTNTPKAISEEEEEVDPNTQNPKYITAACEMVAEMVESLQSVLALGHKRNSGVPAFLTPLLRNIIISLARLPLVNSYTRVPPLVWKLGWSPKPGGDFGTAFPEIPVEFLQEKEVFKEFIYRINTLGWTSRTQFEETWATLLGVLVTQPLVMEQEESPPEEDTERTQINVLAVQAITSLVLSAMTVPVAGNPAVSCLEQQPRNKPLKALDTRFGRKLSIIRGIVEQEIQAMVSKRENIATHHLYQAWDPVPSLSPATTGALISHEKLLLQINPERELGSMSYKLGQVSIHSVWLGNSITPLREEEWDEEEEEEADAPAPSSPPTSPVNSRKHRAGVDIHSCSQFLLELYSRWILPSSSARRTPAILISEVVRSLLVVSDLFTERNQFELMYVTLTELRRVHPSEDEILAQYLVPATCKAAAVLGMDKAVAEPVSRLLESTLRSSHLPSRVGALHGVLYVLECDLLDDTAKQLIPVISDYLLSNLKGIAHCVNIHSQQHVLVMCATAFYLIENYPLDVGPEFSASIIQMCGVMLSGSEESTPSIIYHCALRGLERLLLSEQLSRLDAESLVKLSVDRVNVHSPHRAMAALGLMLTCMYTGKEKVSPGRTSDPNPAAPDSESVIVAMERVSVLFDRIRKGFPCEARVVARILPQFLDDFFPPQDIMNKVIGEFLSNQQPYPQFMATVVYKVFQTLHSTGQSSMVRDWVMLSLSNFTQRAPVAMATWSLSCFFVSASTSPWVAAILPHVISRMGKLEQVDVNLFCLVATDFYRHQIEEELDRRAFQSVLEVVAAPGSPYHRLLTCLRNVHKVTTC
# Pf apPOL inh = Pf-apPOL DNA polymerase inhibition | Recombinant Pf-apPOL, molecular beacon fluorescence, 1.5 h | inhibition, % at 10 µM | 0.25% of 210,000 active | AID 1794808
# * = called active by the depositor; / = no result given; & = joins results of further samples. No stated cut-off is given here; in the data, active means inhibition above about 50%; inactive means the rest.
SMILES,mHTT-CaM PPI inh,Pf apPOL inh
CN1C(=O)Cc2cc(Br)ccc21,-3.3,/
CCCOC(=O)N[C@@H]1C(=O)N2C(C(=O)OCCC)=C(C)CS[C@H]12,-1.8,-2.7
CC(=O)N1CCc2sc(C(=O)N3CCN(c4ccccc4)CC3)cc2C1,26.3,2.9
CCn1c(C2CCN(S(=O)(=O)c3ccc(OC)c(OC)c3)C2)nc2cccnc21 (stereo not given),-0.8,2.8
O=C(CC1CCCCC1)Nc1ccccc1[N+](=O)[O-],12.6,-0.2
COc1ccc(C(C)=O)cc1CSCC(=O)Nc1ccc(Cl)cc1,/,-1.0
Cc1ccccc1C1C2=C(CC(C)(C)CC2=O)Nc2ncnn21 (stereo not given),-4.0,-4.9
CC(=O)NC(CCS(C)(=O)=O)C(=O)Nc1cccc(C(F)(F)F)c1 (stereo not given),-0.6,1.0
O=C1CSC(c2c(F)cccc2Cl)N1c1ccc(O)cc1 (stereo not given),2.0,1.5
O=C(NC1CCN(c2nnc3ccc(Cl)cn23)CC1)c1ccncc1,1.4,1.6
CCOC(=O)C(NC(=O)N1CCc2c(nc(-c3ccc(F)cc3)[nH]c2=O)C1)C(C)C (stereo not given),19.6,-3.3
Cc1cc(C)c(CSc2nnc(C)s2)c(C)c1,-23.2,/
Cc1ccnc(N2CCC(C(=O)NCCc3ccco3)CC2)n1,-0.1,4.4
O=c1ccc(-c2ccccc2)nn1CCc1nc(-c2cccc(F)c2)no1,81.4*,-8.9
O=C(O)CCC(=O)NCC1OCCc2ccccc21 (stereo not given),-3.0,6.7
CSCCC(NS(=O)(=O)c1cccc2nsnc12)C(=O)O (stereo not given),-6.0&-3.4,-5.7&-2.9
CCCCCc1ccc(NC(=O)O[C@@H]2CC[C@@]34CCCN3C(=O)CCC[C@H]4C2)cc1,-13.2,-10.1
CC1(C)CC(=O)C2=C(C1)Nc1nc(-c3cccnc3)nn1C2c1ccc(Cl)cc1 (stereo not given),21.6,-1.5
CSc1ccc(C2N(c3ccc(F)cc3)C(=O)C3CCCN32)cc1 (stereo not given),14.7,3.9
O=C(NC1CC1)c1ccc(OCC2CCCN(C(=O)c3ccncc3)C2)cc1 (stereo not given),4.5,0.7
Nc1nc(SCC(=O)Nc2ccccc2Cl)ncc1S(=O)(=O)c1cccs1,-10.0,1.5
CCN1CCCC1CNC(=O)c1ncn(-c2ccccc2C)n1 (stereo not given),-10.4,0.5
O=C(NC1CCCC1)c1csc2c1CCCCC2,-7.7,-1.3
Cc1ccc(C)c(NC(=O)NC2CCN(c3ccc(F)cc3)C2=O)c1 (stereo not given),-6.0,1.9
N#CCCSc1ccccc1NC(=O)c1ccc2ncsc2c1,-10.3,-0.8

# A second format for part of the listing above:
smiles | mHTT-CaM PPI inh | Pf apPOL inh
CC(=O)NC(CCS(C)(=O)=O)C(=O)Nc1cccc(C(F)(F)F)c1 (stereo not given) | -0.6 | 1.0
CC(=O)N1CCc2sc(C(=O)N3CCN(c4ccccc4)CC3)cc2C1 | 26.3 | 2.9
Nc1nc(SCC(=O)Nc2ccccc2Cl)ncc1S(=O)(=O)c1cccs1 | -10.0 | 1.5
CCCCCc1ccc(NC(=O)O[C@@H]2CC[C@@]34CCCN3C(=O)CCC[C@H]4C2)cc1 | -13.2 | -10.1
Cc1ccccc1C1C2=C(CC(C)(C)CC2=O)Nc2ncnn21 (stereo not given) | -4.0 | -4.9

# The results go on:
SMILES,mHTT-CaM PPI inh,Pf apPOL inh
CCNC(=O)Nc1cccnc1N(C)C,-0.9,1.8
CCCNC(=O)C(C)C1CCN(S(=O)(=O)c2ccc(Br)s2)CC1 (stereo not given),-10.4,-1.0
COCCn1c(-c2nc(C(=O)Nc3nccs3)cs2)cc2ccccc21,-6.7,-4.1
CC(=O)c1csc(-c2ccc(OCC(F)(F)F)nc2)n1,/,1.5
COc1ccc(CCNC(=O)C2CC(=O)N(C3CCCCC3)C2)cc1OC (stereo not given),-6.3,-3.1
CCN(CC)CCCN1C(=O)C(O)=C(C(=O)c2ccc(C)o2)C1c1ccncc1 (stereo not given),-3.1,0.8
COc1ccc(CC(=O)c2c(O)cc(O)cc2O)cc1,11.3,4.5
CCOc1ccccc1Oc1c(C(F)(F)F)oc2c(CN3CCCC3)c(O)ccc2c1=O,12.8,-3.9
CCCc1ncc(C(O)c2cccc(OC)c2)n1C (stereo not given),-1.0,7.9
O=S(=O)(c1ccc(F)cc1)N1CCSC1c1ccccc1 (stereo not given),-3.0,-5.8
COc1cc(NC(=O)c2ccccc2)c(OC)cc1NC(=O)COc1ccccc1,58.6*,-2.5
CC1CCN(Cc2c(O)ccc3c2OC(=Cc2ccncc2)C3=O)CC1,-1.8,-8.1
O=C(NCCNc1c(Cl)cccc1[N+](=O)[O-])c1ccc(F)cc1,5.9,-1.5
CCCN1C(=O)/C(=C\c2nc3ccccc3c(=O)n2CCCO)c2ccccc21,36.0,-2.7
COc1ccc(CN2CCN(S(=O)(=O)c3ccc(F)cc3)CC2)cc1OC,5.7,-3.6
O=C(Nc1nnc(N=Cc2ccc(Br)s2)s1)c1cccs1,-3.0,-3.2
COc1c(Br)cc(Br)cc1/C=C1\C(=O)NC(=N)N1C,4.0,-5.4
Cn1nccc1C(=O)N1CCCC(c2cc(-c3ccccc3)n[nH]2)C1 (stereo not given),-5.7,-3.0
CC1(C)OC(=O)C(=CNC(Cc2cnc[nH]2)C(=O)O)C(=O)O1 (stereo not given),-3.0,1.4
CCOC(=O)N1CCN(C(=O)Cn2cnc(-c3ccc(OC)cc3)cc2=O)CC1,-5.4,-0.9
Cc1ccc(CN2CCCOCCS2(=O)=O)cc1,-6.0,-1.1
COc1ccc(N2C=C(C(=O)N3CCCCC3)S(=O)(=O)c3ccccc32)cc1,13.2,1.4
C=CCNC(=O)CN(Cc1ccc(Cl)cc1Cl)S(=O)(=O)c1ccccc1,-9.1,-4.8
COc1ccccc1-c1noc(C2CCCN2C(=O)NCc2ccccc2)n1 (stereo not given),-7.8,-0.8
Cc1cc(Cl)ccc1NC(=O)N1CC(C)C(c2nc(-c3cccnc3)no2)C1 (stereo not given),10.5,-3.9
# More records follow.
SMILES,mHTT-CaM PPI inh,Pf apPOL inh
COc1ccc(-c2c(NC(=O)c3ccco3)n(-c3ccccc3)nc(C)c2=O)cc1,-8.9,1.9
O=C(Nc1nc(-c2cccc([N+](=O)[O-])c2)cs1)c1ccccc1Cl,13.9,-5.7
COc1ccc(C(=O)Nc2ccncc2)cc1,2.8,-0.3
COc1ccc(CC(=O)Nc2cccc(NC(=O)c3cccc(Cl)c3)c2)cc1OC,14.5,-1.8
NC(=Nc1ncn[nH]1)NN=Cc1c(Cl)cccc1Cl,/,-5.4
Cc1cccc2cc(CC3CC(c4ccccc4)=NN3C(=O)CCC(=O)O)c(Cl)nc12 (stereo not given),0.0,0.0
O=C([C@@H]1CC=C[C@@H]2CCN(C3CC3)C(=O)[C@@H]21)N1CCN(c2ccccc2)CC1,2.7,0.1
O=C(c1ccc(F)c(F)c1)N1CCN(c2cc(-c3cccnc3)[nH]n2)CC1,1.4,-2.7
COc1ccc(-c2cn3cc(C)ccc3n2)cc1Br,25.8,-6.1
O=C(NCC1(c2cccs2)CC1)C(=O)Nc1ccc(OC(F)(F)F)cc1,-5.8,3.8
O=C1CC(C(=O)N2CCc3ccccc3C2)CN1CCc1c[nH]c2ccc(Cl)cc12 (stereo not given),65.0*,3.1
Cc1ccc2ncn(C3CCN(C(=O)Nc4ccccc4F)CC3)c(=O)c2c1,4.7,3.2
O=c1c(S(=O)(=O)N2CCCC2)cccn1Cc1ccc(Cl)cc1,-7.3,-9.2
CC(O)(CNC(=O)NC12CC3CC(CC(C3)C1)C2)c1ccccc1 (stereo not given),-0.4,0.7
COc1ccc(C2CN(C(=O)c3ccc(C)cc3)CC2C(=O)N2CCOCC2)cc1 (stereo not given),5.8,0.0
COc1cc([N+](=O)[O-])ccc1-n1cccc1,/,-3.6
Cc1ccc(NC2=C([N+](=O)[O-])CS(=O)(=O)C2)cc1,-3.0,-5.1
N#Cc1c(N2C(=O)c3ccccc3C2=O)sc2c1CCCC2,-5.3,-7.9
CC(=O)c1cccc(NC(=O)c2oc(=O)c3ccccc3c2-c2ccccc2)c1,-1.0,2.5
Cc1nn(C(=O)c2ccccc2)c2c1C(=O)CC(C)(C)C2,-3.6,-7.4
Cc1noc(-c2cccn2Cc2cc(F)cc(F)c2)n1,-33.2,1.3
CCCCN(CCCC)c1ccc(S(=O)(=O)c2ccccc2)cc1,/,-6.7
CCN(CC)C(=O)Cn1c(-c2ccccc2F)nc2ccccc2c1=O,10.0,-2.5
Cc1ccc(C2=C/C(=C/c3ccc(C)c([N+](=O)[O-])c3)C(=O)O2)c(C)c1,33.0,-3.3
CCOc1cccc(CNC(=O)c2sc3ncccc3c2-n2cccc2)c1,-2.7,-0.8

# Whole records from above. Screens in order: mHTT-CaM PPI inh	Pf apPOL inh
# O=C1CC(C(=O)N2CCc3ccccc3C2)CN1CCc1c[nH]c2ccc(Cl)cc12 (stereo not given) reads 65.0*	3.1
# COc1ccc(CC(=O)Nc2cccc(NC(=O)c3cccc(Cl)c3)c2)cc1OC reads 14.5	-1.8
# Cc1noc(-c2cccn2Cc2cc(F)cc(F)c2)n1 reads -33.2	1.3

# (further entries)
SMILES,mHTT-CaM PPI inh,Pf apPOL inh
Cc1cc(C)c(-c2noc(C)n2)c(NC(=O)c2c(F)cccc2Cl)n1,-3.4,-2.4
O=C(CSc1cn(Cc2ccc(F)cc2)c2ccccc12)Nc1nccs1,4.0,0.4
FC(F)Oc1ccccc1C1C=C(c2ccc(Cl)cc2)Nc2ncnn21 (stereo not given),1.0,-10.5
Cc1ccccc1N=c1oc2ccc([N+](=O)[O-])cc2cc1C(N)=O,4.0,-0.2
COc1ccc(CN2CCc3nc(N4CCOCC4)ncc3C2)c(OC)c1OC,4.8,9.5
CCCCCCN1CCN(C2CN(C3CCCCC3)S(=O)(=O)C2)CC1 (stereo not given),-1.0,-1.7
O=S(=O)(CCNCCc1ccccc1)NCc1ccccc1,-6.9,-4.9
O=S(=O)(Nc1ncccn1)c1ccc(-n2cccc2)cc1,-1.4&14.0,2.4
O=C(Nc1cccc(N=Cc2cc(Br)ccc2O)c1)c1ccco1,26.0,-8.3
Cc1noc(-c2nn(C)c3c2CN(C(=O)Cc2ccccc2C)CC3)n1,-3.7,-3.8
CC(=O)OC(C)C(=O)N1CCC(Cc2ccc3c(c2)OCO3)CC1 (stereo not given),-4.8,7.3
O=C(C1CC1)N1CCC(CCOCc2ccc(F)cc2)CC1,-1.8,-5.2
O=C(OCCN(CC12CC3CC(CC(C3)C1)C2)C(=O)c1ccco1)c1ccco1,5.4,/
CCS(=O)(=O)c1ccc(I)s1,-5.1,-3.7
O=C1C(=Cc2ccco2)CCCC1=Cc1ccco1,19.1,22.1
CSc1nc2c(cnn2-c2ccc(C)cc2)c(=O)[nH]1,-3.0,6.4
O=C1NC(=O)/C(=C/c2cc(Cl)cc(Cl)c2O)S1,86.0*,-12.3
O=C1C(=Cc2ccccc2Br)Oc2cc(O)ccc21,0.7,-2.0
Cc1cc(NCc2ccco2)nc2ccccc12,5.7,0.1
Cc1nc(-n2cccc2)sc1C(=O)NCc1ccc(C(C)C)cc1,-0.9,-5.5
COc1cccc(-c2noc(C3CCCN3C(=O)c3ccc(C)s3)n2)c1 (stereo not given),-6.0,-5.2
CS(=O)(=O)N(Cc1ccccc1)c1ccc(C(=O)NCCSc2ccccn2)cc1,9.0,2.5
Cc1cc(C(=O)N2CCC(Cn3ccnc3)CC2)c(C)o1,-7.8,-1.2
Cc1ccccc1CNC(=O)CN(c1ccccc1C)S(C)(=O)=O,-6.9,-10.9
Cc1cccc(NC(=O)c2cc3ccccc3oc2=O)c1C,4.0,-1.2
# (more compounds)
SMILES,mHTT-CaM PPI inh,Pf apPOL inh
CCc1ccc(O)c(N=Cc2cc(Br)cc([N+](=O)[O-])c2O)c1,16.0,-3.7
Cc1ccc(S(=O)(=O)c2ccc(Cl)cc2)cc1S(=O)(=O)N1CCCC1,-6.7,3.9
COc1ccc([N+](=O)[O-])cc1N1C(=O)c2cccc([N+](=O)[O-])c2C1=O,1.0,-0.9
O=C1OC(C2CCCCC2)=N/C1=C/c1cccc(Br)c1,-2.0,0.2
CN(N)c1nc(-c2ccccc2)cc(-c2ccc(Br)cc2)n1,30.4,3.1
CCOc1cc(/C=C2/SC(=Nc3cccc(C(=O)O)c3)NC2=O)ccc1OC,51.0*,-4.1
O=[N+]([O-])c1cc(C(F)(F)F)cc([N+](=O)[O-])c1NCCCn1ccnc1,/,-4.2
O=C(NCC1CCN(C2CCCC2)CC1)C(=O)Nc1ccc(F)c(Cl)c1,-8.3,-13.6
Cc1ccccc1C1CC(c2ccccc2Cl)Nc2nc(N)nn21 (stereo not given),29.4,3.8
Cc1cc(=O)[nH]c(SCC(=O)N2CCCc3ccccc32)n1,-2.0,4.0
O=S(=O)(NCCn1cccc1)c1ccc2ccccc2c1,-3.7,/
CC(C)Cn1c(=O)c(-c2ccc(C(=O)N3CCCN(C)CC3)cc2)nc2ccccc21,17.9,-1.1
COc1ccc(C)cc1NC(=O)c1c(C)nn(-c2ccccc2)c1Cl,-3.0,-1.8
FC(F)(F)c1ccc(-c2nnc(-c3ccccn3)c(-c3ccccn3)n2)nc1,/,-1.6
Cc1ccc(N2C(=O)C(O)=C(S(C)(=O)=O)C2c2ccccc2)cc1 (stereo not given),-2.0,-2.0
C=CCN1C(=O)C(CC(=O)O)SC1=Nc1c(C)n(C)n(-c2ccccc2)c1=O (stereo not given),0.0,-0.3
O=C(O)COCCC12CC3CC(CC(C3)C1)C2,-1.0,/

# Some of the entries so far, as tab-separated lines:
Compound	mHTT-CaM PPI inh	Pf apPOL inh
O=C1OC(C2CCCCC2)=N/C1=C/c1cccc(Br)c1	-2.0	0.2
CN(N)c1nc(-c2ccccc2)cc(-c2ccc(Br)cc2)n1	30.4	3.1
CCOc1cc(/C=C2/SC(=Nc3cccc(C(=O)O)c3)NC2=O)ccc1OC	51.0*	-4.1
O=[N+]([O-])c1cc(C(F)(F)F)cc([N+](=O)[O-])c1NCCCn1ccnc1	/	-4.2
O=C(NCC1CCN(C2CCCC2)CC1)C(=O)Nc1ccc(F)c(Cl)c1	-8.3	-13.6
Cc1ccccc1C1CC(c2ccccc2Cl)Nc2nc(N)nn21 (stereo not given)	29.4	3.8
